Fam108B counter: Fam108B inhibition, counter-screen for RBBP9 inhibitors. inhibition, % at 9.51 µM. 0.33% of 300,000 active. recombinant Fam108B, FP-Rh probe fluorescence polarization;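 active means inhibition above the screen mean inhibition plus 3 SD, computed separately per campaign, cut at about 18% in these data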;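 further: inhibitors lower polarization as less probe binds the enzyme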
MEX-5 binding: C. elegans MEX-5 TCR-2 RNA binding activity; 0.38% of 300,000 active; Q9XUB2; activity score (negative = inhibition of binding), % at 10 µM; MEX-5/FITC-TCR2 RNA binding, fluorescence polarization; hits give low values;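 active means inhibition past about -25% in most replicates, and total fluorescence under double the plate's negative control median, limit read from the data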;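 further: 0% = DMSO and -100% = 5 µM competing unlabeled TCR2 RNA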
MCL1 BIM primary: disrupts human MCL1 binding to BIM-BH3 peptide; inhibition, % at 10.9 µM; Q07820; GST-MCL1 / FITC-Bim-BH3 fluorescence polarization; 0.68% of 320,000 active;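 active means inhibition above the mean inhibition of all tested compounds plus 3 SD, set per campaign, cut at about 40% in these data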;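 further: 0% = DMSO wells and 100% = unlabeled Bim-BH3 peptide control; higher means more loss of mP so more displacement of Bim peptide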
Bcl-xL primary: Bcl-xL (human) inhibition. Q07817. GST-Bcl-xL / FITC-Bim BH3 peptide fluorescence polarization. inhibition, % at 10.9 µM. 0.7% of 320,000 active;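 active means inhibition above the mean of all tested compounds plus 3 SD, cutoff set per campaign, cut at about 30% in these data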;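 further: 0% = DMSO wells and 100% = unlabeled Bim-BH3 peptide competitor; inhibitors lower millipolarization by displacing the labeled peptide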
GLD-1 TGE inh: GLD-1-TGE RNA interaction inhibition (C. elegans); 0.44% of 320,000 active; inhibition, % at 5.96 µM; purified GLD-1 + fluorescein TGE RNA, fluorescence polarization; Q17339; AID 2280;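 active means percent inhibition above a per-plate cutoff, the plate mean of test compounds plus 3 SD, cut at about 30% in these data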;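 further: 0% = DMSO wells with GLD-1 and probe and 100% = wells lacking GLD-1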
PAD4 inh: inhibitors of human PAD4; Q9UM07; recombinant PAD4, RCA probe fluorescence polarization; inhibition, % at 6.36 µM; 0.41% of 330,000 active;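 active means percent inhibition above a cutoff equal to the mean of all tested compounds plus 3 SD, cut at about 15% in these data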;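 further: 0% = PAD4 with RCA probe and DMSO and 100% = probe without PAD4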
Target sequence (Q9UM07 whole entry, looked up): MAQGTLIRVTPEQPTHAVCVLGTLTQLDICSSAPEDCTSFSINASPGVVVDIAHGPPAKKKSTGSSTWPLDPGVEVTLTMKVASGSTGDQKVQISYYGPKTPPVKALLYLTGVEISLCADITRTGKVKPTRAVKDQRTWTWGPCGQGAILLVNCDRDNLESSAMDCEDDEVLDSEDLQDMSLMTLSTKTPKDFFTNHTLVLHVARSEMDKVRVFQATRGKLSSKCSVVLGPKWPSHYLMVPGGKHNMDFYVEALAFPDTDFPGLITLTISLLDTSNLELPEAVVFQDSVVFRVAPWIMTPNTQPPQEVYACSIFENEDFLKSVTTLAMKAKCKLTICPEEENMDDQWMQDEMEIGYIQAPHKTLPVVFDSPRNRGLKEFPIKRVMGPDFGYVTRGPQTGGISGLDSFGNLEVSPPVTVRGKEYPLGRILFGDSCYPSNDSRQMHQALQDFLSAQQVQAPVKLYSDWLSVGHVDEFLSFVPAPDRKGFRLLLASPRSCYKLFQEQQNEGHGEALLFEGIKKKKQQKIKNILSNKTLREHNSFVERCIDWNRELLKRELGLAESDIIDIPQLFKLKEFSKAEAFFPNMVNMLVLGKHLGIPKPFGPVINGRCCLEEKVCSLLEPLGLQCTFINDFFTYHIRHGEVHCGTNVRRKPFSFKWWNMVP
PME-1 primary: blocks human protein phosphatase methylesterase 1; Q9Y570; recombinant PME-1, FP-Rh probe fluorescence polarization; inhibition, % at 5.9 µM; 0.53% of 320,000 active;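 active means inhibition above the campaign mean of all compounds plus 3 SD, cut at about 26% in these data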;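 further: competitive labeling of PME-1 active site by serine hydrolase directed probe; 0% = PME-1 with DMSO and 100% = wells lacking PME-1 enzyme; inhibitors block probe labeling so polarization falls and inhibition rises; many of its hits are not listed in these tables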
Target sequence (Q9Y570 whole entry, looked up): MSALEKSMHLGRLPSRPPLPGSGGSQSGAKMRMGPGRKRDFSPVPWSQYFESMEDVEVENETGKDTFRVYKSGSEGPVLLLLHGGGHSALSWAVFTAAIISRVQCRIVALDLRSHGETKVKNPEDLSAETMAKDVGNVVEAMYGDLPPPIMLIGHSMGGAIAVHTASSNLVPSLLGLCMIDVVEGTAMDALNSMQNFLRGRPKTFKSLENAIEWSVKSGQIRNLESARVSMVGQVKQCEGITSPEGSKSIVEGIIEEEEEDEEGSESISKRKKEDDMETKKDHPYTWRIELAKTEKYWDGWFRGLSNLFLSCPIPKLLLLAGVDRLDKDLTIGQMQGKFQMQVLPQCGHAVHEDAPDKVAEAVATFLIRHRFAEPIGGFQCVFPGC
TPT1 inh: inhibitors of Candida albicans tRNA 2'-phosphotransferase TPT1; recombinant caTPT1, FP RNA substrate dephosphorylation; inhibition, % at 5 µM; 0.81% of 300,000 active; AID 1962;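 active means inhibition above the mean of all tested compounds plus 3 SD, set per screening campaign, cut at about 24% in these data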;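 further: plate controls were DMSO alone for no effect and ferristatin control at 100 nM for full effect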
GSTO1 counter: GSTO1 inhibition, counter-screen for RBBP9 inhibitors. 1.1% of 300,000 active. inhibition, % at 5.96 µM. recombinant GSTO1, activity-based probe fluorescence polarization. AID 1974;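 active means inhibition above the campaign mean inhibition plus 3 SD, cut at about 35% in these data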;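 further: 0% = GSTO1-1 with DMSO and 100% = wells lacking GSTO1-1 enzyme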
An asterisk follows results filed as active; . = not tested or not shown; & = joins results of further samples. The list is partial. The share of hits here may be higher or lower than overall.

SMILES	Fam108B counter	MEX-5 binding	MCL1 BIM primary	Bcl-xL primary	GLD-1 TGE inh	PAD4 inh	PME-1 primary	TPT1 inh	GSTO1 counter
CCCn1c(=NC(=O)c2ccco2)c(C(=O)OCC)cc2c(=O)n3ccccc3nc21	-1	-3.8	7	13	9	0	0	0	-1
Nc1nc2n(n1)C(=O)CC(c1ccccc1[N+](=O)[O-])N2 (configuration not stated)	-1	-1.5	0	10	0	-2	4	0	3
COc1cccc(-c2csc(NC(=O)C3CC3)n2)c1	-4	-4.0	3	5	3	-4	-3	-4	-6
CNC(=O)N(O)C1N(c2ccccc2)C(=S)SC1(C)C (configuration not stated)	-1	3.6	7	2	8	7	-3	0	0
Oc1ccc(Nc2nc(-c3cccnc3)cs2)cc1	-3	1.1	0	-4	-4	-8	5	-1	18
O=C(CCS(=O)(=O)c1ccc(Br)cc1)NCCc1ccccc1	2	2.2	31	11	1	-2	-1	2	-3
CCCCc1oc2ccccc2c1C(=O)c1cc(I)c(OCCN(CC)CC)c(I)c1	1	-0.5	-7	0	1	-5	2	-4	-2
CCOC(=O)c1c(/N=C/N(C)C)sc(/C=N/Nc2ccccc2)c1-c1ccccc1	-1	-1.5	-32	-8	-5	-1	0	21	0
O=c1cc(-c2ccccc2Cl)c2c([nH]1)CCC2	2	-8.2	16	10	11	-2	-1	1	5
CC1(C)S[C@@H]2[C@H](NC(=O)Cc3ccccc3)C(=O)N2[C@H]1C(=O)O	-1&-2	2.3&0.4	1&6	6&8	6&2	-9&-1	-1&-1	-1&0	-1&1
CCCCOCCCNCC(=O)Nc1ccc(S(N)(=O)=O)cc1	10	1.7	10	7	2	0	5	0	-2
Cc1ccc(C)c(C(=O)OCC(=O)N(C)c2ccccc2)c1	-3	1.1	0	4	3	12	-4	-1	3
CN(C(=O)c1ccc(NC(=O)Cc2cccc(NC(=O)C3CCCN(C(=O)C4CC4)C3)c2)cc1)C1CCCC1 (configuration not stated)	.	.	2	-1	3	0	3	.	.
Cc1ccc(NC(=O)CCc2c(C)nc3ncnn3c2C)cc1	1	1.2	-1	-3	6	-1	-4	4	5
Cc1ccc(NC(=S)NCCN2CCOCC2)cc1	1	2.8	10	-1	-3	-5	0	-2	6
C[N+]1(C2CCC3CCC2C3O)CCCC1 (configuration not stated)	2	-0.7	-18	-4	-5	-3	4	-4	5
O=C(CSc1nc2ccccc2n1CCc1ccccc1)N1CCOCC1	-1	.	-10	-4	0	-3	0	0	-4
Cn1nc(-c2ccccc2)c(C(=O)NC(C(=O)O)c2ccccc2)c1Cl (configuration not stated)	-2	1.4	10	9	6	-2	1	0	-2
Cc1ccc2oc(=O)cc(CN3CCC(C)CC3)c2c1	-1	-0.1	2	7	1	0	5	-2	0
O=C1COc2ccc(C(=O)COC(=O)Cc3ccccc3F)cc2N1	6	0.1	-4	-12	3	2	5	0	8
CCCCc1nc2cc(C(=O)N3CCC(OC)CC3)ccc2o1	1	-3.0	-2	2	-1	-3	-3	-2	3
CNc1c(NS(=O)(=O)c2ccc3c(c2)CCCC3)c(=O)oc2ccccc12	-1	0.2	7	4	-2	0	-4	-1	1
O=C(C1CCN(Cc2cc(Cl)ccc2O)CC1)N1CCN(Cc2ccccc2)CC1	3	-2.8	2	7	5	-1	1	-2	-3
COc1ccc(C(=O)NCC(c2cccs2)N2CCc3ccccc32)c(OC)c1 (configuration not stated)	-1	-1.4	2	0	3	0	8	-1	10
COc1ccc(-c2nn(-c3ccccc3)cc2CO)cc1OC	-1	1.4	3	2	0	-2	-6	-1	0

(cont.)
SMILES	Fam108B counter	MEX-5 binding	MCL1 BIM primary	Bcl-xL primary	GLD-1 TGE inh	PAD4 inh	PME-1 primary	TPT1 inh	GSTO1 counter
Fc1ccc(-c2[nH]ncc2-c2nnnn2-c2ccccc2)c(F)c1	0	1.7	0	0	1	-3	2	-1	-32
O=C(COC(=O)c1cccnc1)Nc1ccccc1	6	-0.7	3	3	6	8	-7	2	-5
CC(C)(C)OC(=O)N1CCCC1C(=O)N1CCc2ccccc21 (configuration not stated)	0	3.4	4	5	-1	3	-16	-2	-2
COc1ccc(/C=N/NC(=O)CNC(=O)c2ccc3c(c2)OCCO3)c(C(=O)O)c1OC	-1	-4.2	2	2	2	0	1	1	6
Cc1ccc(N2C(=O)NC(NC(=O)C(C)(C)C)(C(F)(F)F)C2=O)cc1C (configuration not stated)	1	-4.0	-2	-1	3	1	-2	-3	4
O=C1[C@H]2[C@H](C=CC[C@H]2C(=O)N2CCOCC2)CCN1Cc1ccc(Cl)c(Cl)c1	1	-1.7	-2	5	0	0	0	-1	-3
Cc1ncc([N+](=O)[O-])n1CC(=O)NC(C)(C)C	3	0.9	-3	-2	-4	4	-5	-1	4
CSc1cccc(NC(=O)C2CCCN(c3ncnc4c3nc3n4CCCCC3)C2)c1 (configuration not stated)	-1	-0.3	1	-1	0	-3	0	-1	1
O=C(N/N=C/c1ccco1)c1cc(-c2cccs2)[nH]n1	-2	-3.6	7	-1	2	-1	-2	-2	2
O=C(Nc1nc(N2C(=O)c3ccccc3C2=O)n(-c2ccccc2)n1)c1ccc(Cl)cc1	2	-0.5	17	9	1	5	2	-9	10
CCCCc1ccc(NC(=O)CN(C)CC(=O)Nc2ccccc2Cl)cc1	-3	1.8	-3	4	-3	-4	-5	-3	1
Cc1ccc(Nc2nc(N3CCOCC3)nc(N3CCOCC3)n2)cc1	3	1.3	-9	0	2	-7	1	0	-5
Cc1ccc(C2N(c3cccc(Cl)c3)C(=O)C3CCCN32)o1 (configuration not stated)	-1	2.8	-1	3	3	-2	-4	-4	5
Cc1c(CC(=O)NCCCCCC(=O)O)c(=O)oc2cc3occ(-c4ccccc4)c3cc12	-4	-2.5	-1	6	5	-7	-9	-1	-12
CC12OC1C1(O)CCCC1=CC2=O (configuration not stated)	1	0.7	-10	2	1	2	-3	-4	0
O=C1OCCC1Sc1nc2ccccc2n1-c1ccccc1 (configuration not stated)	2	0.2	-1	4	-4	-2	2	0	7
CCN(CC(=O)Nc1ccccc1OC)C(=O)C1CC2C=CC1C2 (configuration not stated)	1	2.3	7	2	-1	1	-5	-2	1
CC(=O)c1ccc(N2CCN(C(=O)CCC(=O)Nc3ccc4nc(N5CCN(C)CC5)cc(C)c4c3)CC2)cc1	2	1.8	3	7	1	5	0	2	-5
Cc1cc(S(=O)(=O)NCc2ccncc2)c(C)cc1Br	0	1.5	-4	1	-4	1	2	3	-3
Cc1nnsc1SCCNC(=O)c1c(F)cccc1F	-8	2.5	4	-3	-6	0	-1	1	2
Cc1ccc(Nc2nnc(C)c3ccccc23)c(C)c1	1	0.1	-6	1	-1	-1	2	-3	3
CCOC(=O)/C=C1\SCC(=O)N1CC(=O)NC(C)c1ccccc1 (configuration not stated)	4	-0.8	-21	-5	-4	2	3	8	-1
O=C(Nc1ccc2c(c1)OCO2)c1ccc(S(=O)(=O)N2CCCC2)cc1	0	0.5	0	-2	-4	3	5	-3	2
CC(=O)Nc1ccc(NC(=O)CSC2=NS(=O)(=O)c3cc(F)ccc3N2)cc1	1	-1.1	1	2	-6	-3	0	1	-3
CC(C)CN1CCN(Cc2cccn2-c2ccccn2)CC1CCO (configuration not stated)	-1	-2.8	-5	0	4	2	4	1	3

New compounds follow
SMILES	Fam108B counter	MEX-5 binding	MCL1 BIM primary	Bcl-xL primary	GLD-1 TGE inh	PAD4 inh	PME-1 primary	TPT1 inh	GSTO1 counter
O=C(CN1CCN(Cc2ccc3c(c2)OCO3)CC1)N1CCc2[nH]c3ccc(F)cc3c2C1	0	-0.5	-2	3	14	3	3	-5	2
O=C(NCCN1C(=O)S/C(=C\c2ccccc2F)C1=O)C1=COCCO1	-1	-1.2	-6	-2	2	4	-5	-2	4
Cc1ccc(S(=O)(=O)N2CCN(c3ncccn3)CC2)c(C)c1	3	-0.8	4	9	3	-7	11	0	1
CCOC(=O)c1ccc(NC(=S)NCCCN2CCN(C3CCCCC3)CC2)cc1	-1	0.9	5	5	-2	3	-3	-3	11
COc1ccc(C/C(C)=N/NC(=O)c2cc(C)oc2C)cc1	1	-1.4	6	-1	6	3	2	1	-1
Cc1ccc(C)c(N(C(=O)CNC(=O)c2ccco2)C(C(=O)NCC2CCCO2)c2ccccc2)c1 (configuration not stated)	2	-1.0	3	0	7	-1	-5	-1	4
CN(C)c1ccc(C(C(=O)NC2CCCCC2)N(Cc2ccco2)C(=O)c2snc(C(N)=O)c2N)cc1 (configuration not stated)	2	-1.4	-1	1	8	-3	-3	0	3
COc1ccc(/C=N/Nc2nc3ccccc3[nH]2)c(OC)c1OC	4	0.8	-2	7	-1	-3	2	1	-4
CC1CCN(Cc2c(C(=O)N/N=C/c3cccc(C(F)(F)F)c3)nnn2-c2nonc2N)CC1	-5	1.2	-2	3	9	-6	-5	-4	1
CC1CN(C(=O)COC(=O)c2ccc(S(=O)(=O)N(C)C)cc2)CC(C)O1 (configuration not stated)	-2	-1.7	-8	4	2	-1	4	-1	-1
COCCn1c(SCC(=O)NCCc2ccccc2)nc2c([nH]c3ccccc32)c1=O	0	-2.0	2	8	5	-2	4	1	5
CCOC(=O)Cn1cnc2c(nnn2-c2ccc(OC)cc2)c1=O	5	-0.4	-1	3	-3	1	1	-1	-10
O=C(COC(=O)c1ccccn1)NNC(=O)c1ccc([N+](=O)[O-])cc1	3	-1.9	0	-3	-4	-1	2	4	-2
Cn1cc(C(=O)C(=O)N2CCc3ccccc32)c2ccccc21	1	-0.3	4	4	3	3	3	2	2
O=C(O)CSc1nnc(CNc2ccccc2Cl)n1-c1ccccc1	4	.	-6	2	4	7	6	-1	2
CCCCCn1nc(C)c2c(C)cc(=O)[nH]c21	3	-2.9	-6	-3	-5	-3	-1	-4	10
C/C(=N\OC(=O)c1c(-c2ccccc2Cl)noc1C)c1ccncc1	0	-2.2	2	3	4	4	0	-2	5
CC1(C)CC(=O)C=C(NCCN2CCN(C(=S)NC3CCCCC3)CC2)C1	-1	.	8	8	7	1	0	-2	-3
CCCc1nc2ccccc2c(=O)n1CC(=O)c1ccc(OC)cc1	2	1.3	2	-2	4	1	4	0	16
CCOc1ccccc1NC(=O)CCNC(=O)Cn1ccc2ccccc2c1=O	0	1.8	-2	5	9	0	4	-1	5
Cc1ccccc1N=C(NO)c1cccnc1	0	0.6	5	3	0	-2	-1	2	2
CN1CCc2c(sc(NC(=O)c3ccc(S(=O)(=O)N4CCOCC4)cc3)c2C(N)=O)C1	1	-3.4	-20	-12	-54	-3	7	90*	-31
CCc1cccc(NC(=O)C2CCCC2)c1	2	1.5	1	7	4	-3	-1	-4	4
O=[N+]([O-])c1cccc(-c2nnn(C34CC5CC(CC(C5)C3)C4)n2)c1	1	-3.1	4	2	-8	-2	5	-7	4
O=C1CN(C(=O)COC(=O)c2ccco2)c2ccccc2N1	.	.	1	3	-1	1	-2	.	.
COc1ccc(OC)c(NC2=C(Cl)C(=O)N(Cc3ccccc3)C2=O)c1	5	-1.3	-1	5	-3	6	3	-2	20
CC(C)Cc1cc(C(=O)N2CCN(c3ccc(F)cc3)CC2)no1	5	0.2	-3	-1	1	-1	-1	-2	0
CN(Cc1ccccc1)CC(O)COc1ccc(CNCCc2cccnc2)cc1 (configuration not stated)	-4	2.0	12	10	-5	-2	8	0	-3
Cc1cc(C)n(CCOc2ccc(Cl)cc2Cl)n1	1	-1.5	9	8	1	-4	1	-5	-3

3 compounds already listed, sorted by their value in Bcl-xL primary, ascending:
SMILES | Bcl-xL primary
O=[N+]([O-])c1cccc(-c2nnn(C34CC5CC(CC(C5)C3)C4)n2)c1 | 2
CCOc1ccccc1NC(=O)CCNC(=O)Cn1ccc2ccccc2c1=O | 5
CN(Cc1ccccc1)CC(O)COc1ccc(CNCCc2cccnc2)cc1 (configuration not stated) | 10
